NS3 helicase inh – inhibitors of Hepatitis C virus NS3 helicase; NS3 helicase DNA unwinding, Cy5 molecular beacon fluorescence; inhibition, % at 10.9 µM; 290,000 compounds, 0.56% hits; AID 1800;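 active means inhibition above the mean of all tested compounds plus 3 SD, set per campaign, cut at about 35% in these data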;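 further: 0% = DMSO wells and 100% = thioflavine S control wells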
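System: NS3 helicase fragment of HCV / Schedule: 1 h at 25 °C / Control set: DMSO alone as 0% and 110 µM thioflavine S as 100% / Reagent: Cy5/quencher beacon DNA duplex and ATP to start / Technique: Cy5 fluorescence / Replication: singlicate / Evaluation: % inhibition of end-to-start signal ratio versus controls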
MEKK2mut PB1 HTS – signal of MEK5 binding to mutant human MEKK2 PB1 domain; bead flow cytometry, Alexa488-MEK5 binding to MEKK2 mutant; percent response, % at 10 µM; AID 1530; 290,000 compounds, 0.35% hits; in the data active means percent response above about 24%, passing the limit was not always enough; further: inactives centre near 1; some results filed as inactive read as strong as hits
MEKK3 PB1 HTS – modulators (inhibitors or enhancers) of MEK5 binding to human MEKK3 PB1 domain; Q99759; bead-based flow cytometry, Alexa488-MEK5 binding to MEKK3; actives lie on both sides; 0 = blocked by unlabeled MEK5, 100 = vehicle; binding response (% of control), % at 10 µM; 290,000 compounds, 1.4% hits;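 active means binding response more than 3 SD above or below the average of its plate-row segment, actives on both sides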;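 further: Alexa488 bead fluorescence after subtracting the streptavidin-only scavenger bead signal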
Target sequence (Q99759 whole entry, looked up, the tested form may be a part): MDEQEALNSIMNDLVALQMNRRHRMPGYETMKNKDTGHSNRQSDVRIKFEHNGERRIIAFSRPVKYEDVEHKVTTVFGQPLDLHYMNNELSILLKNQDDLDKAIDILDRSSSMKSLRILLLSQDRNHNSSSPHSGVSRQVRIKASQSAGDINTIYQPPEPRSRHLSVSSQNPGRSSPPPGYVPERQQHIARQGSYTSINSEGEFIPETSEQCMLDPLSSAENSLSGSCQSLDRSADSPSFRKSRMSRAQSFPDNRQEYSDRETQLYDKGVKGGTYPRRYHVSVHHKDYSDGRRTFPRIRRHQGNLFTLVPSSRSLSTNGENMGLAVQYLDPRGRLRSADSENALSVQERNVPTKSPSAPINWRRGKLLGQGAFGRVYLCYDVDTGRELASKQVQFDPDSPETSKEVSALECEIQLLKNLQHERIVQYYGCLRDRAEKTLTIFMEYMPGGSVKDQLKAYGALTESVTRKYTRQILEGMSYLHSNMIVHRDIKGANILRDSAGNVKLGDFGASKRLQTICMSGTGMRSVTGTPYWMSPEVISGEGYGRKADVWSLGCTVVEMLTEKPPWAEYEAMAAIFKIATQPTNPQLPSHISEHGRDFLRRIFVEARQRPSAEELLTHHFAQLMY
MEKK2 WT-MEK5 – raises or lowers MEK5 binding to wildtype human MEKK2 PB1 domain | Q9Y2U5 | bead flow cytometry, Alexa488-MEK5 binding to MEKK2 WT; actives lie on both sides | binding response (% of control), % at 10 µM | 290,000 compounds, 1.1% hits; in the data active means binding response below about 67% or above about 130%
DNA FID counter – displaces DNA intercalator in HCV helicase counter-screen; DNA fluorescent intercalator displacement, fluorescence; inhibition, % at 7.9 µM; 290,000 compounds, 0.17% hits; in the data active means inhibition above about 37%;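 further: 0% = vehicle and 100% = reference compound; higher means more ethidium bromide displaced from hairpin DNA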
Active calls of the source: *; / = no result given.

The first 2 entries, ahead of the listing:
Every second line gives: DNA FID counter | MEKK2 WT-MEK5 | NS3 helicase inh | MEKK3 PB1 HTS | MEKK2mut PB1 HTS
- CN1CCN(c2ncnc3c2sc2nc(N4CCOCC4)c4c(c23)CCC4)CC1
  0 | / | 3 | / | /
- c1cncc(-c2nnc(SCCSc3nnc(-c4cccnc4)o3)o2)c1
  -3 | / | 0 | / | /

This part in full, from the start:
Every second line gives: DNA FID counter | MEKK2 WT-MEK5 | NS3 helicase inh | MEKK3 PB1 HTS | MEKK2mut PB1 HTS
- CN1CCN(c2ncnc3c2sc2nc(N4CCOCC4)c4c(c23)CCC4)CC1
  0 | / | 3 | / | /
- c1cncc(-c2nnc(SCCSc3nnc(-c4cccnc4)o3)o2)c1
  -3 | / | 0 | / | /
- Cn1c(=O)c2nc(Cl)n(Cc3ccc(Cl)cc3Cl)c2n(C)c1=O
  -1 | / | -1 | / | /
- CCC1Cc2c(nc3c4c(nc(N5CCOCC5)c(C#N)c24)NC(C)=N3)O1 (centres undefined)
  -1 | / | 9 | / | /
- CC(C)Cn1c(=O)c(C2=NS(=O)(=O)c3ccccc3N2)c(O)c2ccccc21
  -3 | / | 5 | / | /
- CC(C)CC1N=C2c3ccccc3N=C(SCc3cc(=O)n4ccccc4n3)N2C1=O (centres undefined)
  -17 | / | 3 | / | /
- Cc1nc(NC2=NCN(CCc3ccccc3)CN2)nc2c(C)cccc12
  -1 | / | -9 | / | /
- Cc1cc(C)n(-c2nc3c(c(=O)n(Cc4ccc(Cl)c(Cl)c4)c(=O)n3C)n2C)n1
  0 | / | -4 | / | /
- CCN1C(=O)/C(=C2/Sc3ccc(OC)cc3N2C)SC1=Nc1ccc(C(C)=O)cc1
  -4 | / | -10 | / | /
- O=C(CSc1nc2sc3c(c2c(=O)n1Cc1ccco1)CCC3)N1CCc2ccccc21
  -2 | / | 9 | / | /

(next part)
Every second line gives: DNA FID counter | MEKK2 WT-MEK5 | NS3 helicase inh | MEKK3 PB1 HTS | MEKK2mut PB1 HTS
- COc1ccc(-n2c(=O)c3c4c(sc3n3c(C)nnc23)COC(C(C)C)C4)cc1 (centres undefined)
  -5 | / | -4 | / | /
- COc1ccc(-n2c3c(cc(C(=O)Nc4ccc5c(c4)C(=O)NC5=O)c2=O)C(=O)CCC3)cc1
  1 | / | 0 | / | /
- O=C(c1cc(-c2cccnc2)nc2ccc(Br)cc12)N1CCC2(CC1)OCCO2
  12 | / | -2 | / | /
- Clc1ccc(Cc2nn3c(-c4ccncc4)nnc3s2)cc1
  -5 | / | 4 | / | /
- COc1ccccc1/C=c1\sc2nc(-c3cccs3)nn2c1=O
  -14 | / | 14 | / | /
- COc1ccccc1C1c2c(oc3ccc(Cl)cc3c2=O)C(=O)N1c1cc(C)on1 (centres undefined)
  2 | / | -5 | / | /
- CCOC(=O)C1=C(O)/C(=C/c2ccc(C)o2)SC1=NC(=O)c1ccccc1C
  -16 | / | 34 | / | /
- Cc1cc(C)c2cc(CN(CC3CCCO3)C(=O)NC3CCCCC3)c(=O)[nH]c2c1 (centres undefined)
  -9 | / | -7 | / | /
- CC1(C)Cc2c(C#N)c(SCC(=O)c3ccccc3)nc(N3CCCC3)c2CO1
  0 | / | 4 | / | /
- O=C(O)CCC(=O)NC1CCCCC1NC(=O)CCC(=O)O (centres undefined)
  3 | / | -1 | / | /

Later entries:
Every second line gives: DNA FID counter | MEKK2 WT-MEK5 | NS3 helicase inh | MEKK3 PB1 HTS | MEKK2mut PB1 HTS
- Cc1nnc(-n2ncc(C#N)c2N)c2nn(-c3ccccc3F)c(C)c12
  -2 | / | 1 | / | /
- Cc1cc(C)cc(NC(=O)NC2CCN(CC(=O)Nc3c(C)cc(C)cc3C)CC2)c1
  3 | / | 11 | / | /
- CCOC(=O)C1=C(c2ccccc2)N2CCN=C2S1
  2 | / | -10 | / | /
- COc1ccc(C(=O)CSc2nc3nc(C)cc(C)c3c(=O)[nH]2)cc1OC
  -7 | / | -5 | / | /
- CN(Cc1ccccc1)c1nc2c(c(=O)[nH]c(=O)n2C)n1CCSc1ncccn1
  -5 | / | -3 | / | /
- COc1ccc(CNC(=O)c2cc3c(=O)n4ccccc4nc3n(Cc3ccco3)c2=N)cc1
  -8 | / | 2 | / | /
- CCOc1ccc(C2/C(=C(/O)c3ccccc3)C(=O)C(=O)N2CCCN(C)C)cc1OC (centres undefined)
  -10 | / | 13 | / | /
- CN(C)c1ccc(/C=C2\C(=O)N(c3ccc([N+](=O)[O-])cc3)N=C2N2CCOCC2)cc1
  -2 | / | 3 | / | /
- Cc1noc(C)c1CSc1nnc2c(C)cc3ccccc3n12
  -3 | / | 18 | / | /
- CC(=O)c1c(C(C)=O)c(C)n(CCCCn2c(C)c(C(C)=O)c(C(C)=O)c2C)c1C
  -21 | / | -2 | / | /

(more compounds)
Every second line gives: DNA FID counter | MEKK2 WT-MEK5 | NS3 helicase inh | MEKK3 PB1 HTS | MEKK2mut PB1 HTS
- Cc1nn(C(=O)CCCC(=O)n2nc(C)c(Cl)c2C)c(C)c1Cl
  0 | / | -1 | / | /
- Cc1cc(N2CCC3(CC2)OCCO3)n2nc(C)c(-c3ccc(Cl)cc3)c2n1
  -3 | / | -6 | / | /
- O=C(O)c1cn(C2CC2)c2cc(N3CCOCC3)c(F)cc2c1=O
  -6 | / | 3 | / | /
- Clc1ccc(Br)cc1-c1nc(-c2cccnc2)no1
  2 | / | 1 | / | /
- CCOc1ccc(-n2nc3c(-n4ncc(C#N)c4N)nnc(C)c3c2C)cc1
  -4 | / | -7 | / | /
- CCc1nnc2n1N=C(c1ccc(-c3ccc(Cl)cc3Cl)o1)CS2
  -1 | / | 6 | / | /
- Cc1ccc(C(C(=O)NC(C)(C)C)N(Cc2ccco2)C(=O)CCC(=O)Nc2nccs2)cc1 (centres undefined)
  -1 | / | 0 | / | /
- CCN(CC)CCCN1C(=O)C(O)=C(C(=O)c2cccs2)C1c1ccccn1 (centres undefined)
  1 | / | -1 | / | /
- Cn1nc(-c2ccc(C(=O)N3CCN(c4ccccc4)CC3)cc2)c2ccccc2c1=O
  -10 | / | 1 | / | /
- COc1ccc(C2C3=C(CCCC3=O)Nc3nc4ccccc4n32)cc1OC (centres undefined)
  -7 | / | -1 | / | /

Other entries follow.
Every second line gives: DNA FID counter | MEKK2 WT-MEK5 | NS3 helicase inh | MEKK3 PB1 HTS | MEKK2mut PB1 HTS
- Cc1c(NC(=O)Cn2cnc3c(=O)n(C)c(=O)n(C)c32)cccc1-c1nc2ccccc2o1
  -4 | / | 6 | / | /
- COc1cc(OC)cc(-c2nnc(SCC(=O)Nc3cc(C)on3)o2)c1
  0 | / | 4 | / | /
- CSc1nnc2n(CCc3ccccc3)c(=O)c3c4c(sc3n12)CCCC4
  -1 | / | -6 | / | /
- CCOC(=O)c1cnc(SCC(=O)Nc2ccccc2N2CCOCC2)nc1N
  -2 | / | 4 | / | /
- CCOC(=O)c1c(NC(=O)c2csc(C)c2)sc(C(C)=O)c1C
  -1 | / | -2 | / | /
- Cc1nnc2sc(-c3ccc(NC(=O)c4ccc(-c5ccc(Br)cc5)o4)cc3)nn12
  -3 | / | -2 | / | /
- COc1nc(-c2ccc(Cl)cc2)ccc1-c1noc(-c2ccncc2)n1
  -8 | / | 2 | / | /
- CCOC(=O)C1CCCN(C(=O)c2cc3c(=O)n4cccc(C)c4nc3n2C)C1 (centres undefined)
  -14 | / | -4 | / | /
- Cc1ccc2oc(C(=O)Nc3c(C)n(C)n(-c4ccccc4)c3=O)c(C)c2c1
  3 | / | 12 | / | /
- CCCn1c(=N)n(CCOCCOCCn2c(=N)n(CCC)c3ccccc32)c2ccccc21
  33 | / | -10 | / | /

The list goes on.
Every second line gives: DNA FID counter | MEKK2 WT-MEK5 | NS3 helicase inh | MEKK3 PB1 HTS | MEKK2mut PB1 HTS
- CN(C)CCCN1C(=O)C(=O)/C(=C(/O)c2ccc3c(c2)OCO3)C1c1ccco1 (centres undefined)
  -2 | / | 1 | / | /
- N#C/C(C(=O)N1CCOCC1)=C1/SC=C(c2ccccc2)N1c1ccccc1
  -1 | / | -8 | / | /
- CC1(OC(=O)c2cnc3ccccc3n2)C(=O)C=C2C=C(C3CC3)OC=C2C1=O (centres undefined)
  / | 84 | / | 99 | -6
- COc1ccc(C2=CC3=C(Br)C(=O)C(C)(OC(=O)c4cnc5ccccc5n4)C(=O)C3=CO2)cc1 (centres undefined)
  / | 99 | / | 105 | 2
- CCCC[C@@H]1CNC(=O)C(=O)N1CCc1cccc2ccccc12
  / | 105 | / | 103 | 4
- C=C1/C(=C\C=C2/CCC[C@]3(C)[C@@H]([C@H](C)/C=C/[C@@H](O)C4CC4)CC[C@@H]23)C[C@@H](O)C[C@@H]1O
  / | 95 | / | 98 | 1

Quoted at random: five records from the list, in no set order.
Every second line gives: DNA FID counter | MEKK2 WT-MEK5 | NS3 helicase inh | MEKK3 PB1 HTS | MEKK2mut PB1 HTS
- CC1(OC(=O)c2cnc3ccccc3n2)C(=O)C=C2C=C(C3CC3)OC=C2C1=O (centres undefined)
  / | 84 | / | 99 | -6
- COc1ccc(C2=CC3=C(Br)C(=O)C(C)(OC(=O)c4cnc5ccccc5n4)C(=O)C3=CO2)cc1 (centres undefined)
  / | 99 | / | 105 | 2
- C=C1/C(=C\C=C2/CCC[C@]3(C)[C@@H]([C@H](C)/C=C/[C@@H](O)C4CC4)CC[C@@H]23)C[C@@H](O)C[C@@H]1O
  / | 95 | / | 98 | 1
- CCCC[C@@H]1CNC(=O)C(=O)N1CCc1cccc2ccccc12
  / | 105 | / | 103 | 4
- CN(C)CCCN1C(=O)C(=O)/C(=C(/O)c2ccc3c(c2)OCO3)C1c1ccco1 (centres undefined)
  -2 | / | 1 | / | /

Some of the compounds tested; count on the stated rates, not on these rows.
